SIRT5 inh – SIRT5 desuccinylase inhibitors, primary screen, biochemical, fluorescence imaging, single point, set 5; NAD-dependent protein deacylase sirtuin-5, mitochondrial (Homo sapiens), Q9NXA8; Purified SirT5, succinyl-peptide AMC, trypsin-coupled fluorescence; inhibition, % at 15 µM; hit rate 1.1% among 330,000; in the data active = inhibition above about 15%; inconclusive = no clear call, values can overlap the other calls
Target sequence (Q9NXA8 whole entry, looked up): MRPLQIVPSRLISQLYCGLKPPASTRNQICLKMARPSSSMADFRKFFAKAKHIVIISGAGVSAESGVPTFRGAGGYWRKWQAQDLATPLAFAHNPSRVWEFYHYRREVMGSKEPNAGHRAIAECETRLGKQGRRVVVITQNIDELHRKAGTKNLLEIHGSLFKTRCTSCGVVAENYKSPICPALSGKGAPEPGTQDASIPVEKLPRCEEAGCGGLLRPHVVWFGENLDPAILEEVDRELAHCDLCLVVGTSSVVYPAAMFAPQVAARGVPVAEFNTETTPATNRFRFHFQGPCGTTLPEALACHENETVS
ARNT TACC3 PPI – disruptors of ARNT/TACC3 protein interaction, primary screen, biochemical, AlphaScreen, single concentration; inhibition, % at 9.99 µM; AID 623870, 2012; AlphaScreen His-ARNT PAS-B/GST-TACC3 binding, luminescence; TACC3 fragment carries E629A point mutation; Transforming acidic coiled-coil-containing protein 3 (Homo sapiens), Q9Y6A5; hit rate 0.66% among 390,000;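 active = mean inhibition of replicates at least 50% and at least half of replicates each reaching 50%; inconclusive = half or more replicates reach 50% but mean below 50%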;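 also: 0% = complete ARNT plus TACC3 wells and 100% = ARNT alone without TACC3; many hits fall short of the cut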
Cneo AK release – Cryptococcus neoformans cell lysis inducers, primary screen, AK release luminescence, single concentration. lysis activity, % at 15 µM. hit rate 0.2% among 360,000. AID 651654, 2012. C. neoformans lysis, adenylate kinase release luminescence, 4 h; normalised: neutral wells 0, clomiphene wells 100;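 active = mean lysis activity across replicates of at least 80%, whatever share of replicates individually reach that level; inactive = mean lysis activity below 80%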
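Signal: Adenylate kinase release luminescence | Assay system: Log-phase Cryptococcus neoformans yeast cells | Input: Cells at 5 × 10^6 per mL | Buffer or medium: Fresh YPD growth medium | Compound: Single dose | Schedule: Static 4 h at 37 °C with compound, 1 h detection | Controls: Clomiphene | Read-out: Luminescence rise reflecting yeast cell lysis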
Statin myotox sup – suppressors of statin myotoxicity in C2C12 myotubes, primary screen, cell-based, single point, plate reader | C2C12 myotubes + simvastatin, ATP luminescence, 48 h; scaled: DMSO 0, geranylgeraniol control 100 | rescue of ATP level, % at 7.49 µM | hit rate 0.78% among 330,000;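 active = mean ATP rescue above about 67%, or every replicate alone reaching that limit, limit read from the data, passing the limit was not always enough; inconclusive = no clear call, values can overlap the other calls; inactive = mean under the limit and some replicate under it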;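 also: myotubes were challenged with 10 µM simvastatin during compound exposure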
miR122 inh – miR-122 Renilla sensor signal increase in Huh7, primary screen, miR-122 inhibitor project, cell-based, single point, plate reader | Huh7 miR-122 Renilla luciferase sensor, 48 h; neutral wells = 0, positive control = 100 | activation (reporter increase), % at 12.5 µM | hit rate 0.3% among 340,000 | AID 602342, 2012;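 active = mean replicate activation score at least 90 and every replicate individually at or above 90; inconclusive = only one of the two criteria met; inactive = neither criterion met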;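 also: higher luciferase means less miR-122 activity so hits act as miR-122 inhibitors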
ERp5 inh – inhibitors of ERp5-driven insulin aggregation, primary screen, biochemical, turbidity, absorbance 650 nm, single point; Protein disulfide-isomerase A6 (Homo sapiens), Q15084; 90 min; inhibition, % at 9.99 µM; hit rate 0.05% among 350,000;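 active = mean replicate inhibition above about 25%, with every replicate also reaching it, limit read from the data, passing the limit was not always enough; inconclusive = only one of those two criteria met; inactive = neither criterion met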
Target sequence (Q15084 whole entry, looked up): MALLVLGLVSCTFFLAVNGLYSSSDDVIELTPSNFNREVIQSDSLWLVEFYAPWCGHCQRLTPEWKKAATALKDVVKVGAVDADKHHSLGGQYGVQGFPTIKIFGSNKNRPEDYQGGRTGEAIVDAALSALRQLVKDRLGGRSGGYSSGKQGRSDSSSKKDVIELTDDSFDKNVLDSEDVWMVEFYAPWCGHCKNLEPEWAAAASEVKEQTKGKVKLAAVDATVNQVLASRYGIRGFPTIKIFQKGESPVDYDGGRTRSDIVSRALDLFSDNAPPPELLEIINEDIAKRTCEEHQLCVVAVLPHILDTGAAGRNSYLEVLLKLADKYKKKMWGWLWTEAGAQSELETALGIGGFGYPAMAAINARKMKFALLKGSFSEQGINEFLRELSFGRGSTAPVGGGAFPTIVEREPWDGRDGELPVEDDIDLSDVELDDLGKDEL
esBAF inh – Bmi1 luciferase reporter increase in mESCs, primary screen, esBAF inhibitor project, mouse ES cells, Bmi1 luciferase knock-in, single point; 24 h; 100% = twice the neutral-well signal; reporter increase, % at 12.5 µM; hit rate 2% among 350,000; AID 602393, 2012; in the data active = activation above about 40%; inconclusive = no clear call, values can overlap the other calls;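 also: 0% = median of the plate's neutral control wells and 100% = double that signal; a rise in the Bmi1 reporter signal indicates esBAF inhibition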
* hit, by the source's call; ? = inconclusive; · = no result given; [ ] = another dose, or the depositor's remark.

SMILES	SIRT5 inh	ARNT TACC3 PPI	Cneo AK release	Statin myotox sup	miR122 inh	ERp5 inh	esBAF inh
CC(C)n1cnc2c(Nc3cccc(Cl)c3)nc(NCCCO)nc21	0	·	1	-32	0	-3	27
O=C(Nc1ccc(Cl)c(Cl)c1)Nc1ccccc1NS(=O)(=O)c1cccs1	-2	-18	·	-15	5	3	-4
NC(=O)[C@H]1CC2(CC(c3cccc(NC(=O)[C@H]4CCC(=O)N4)c3)=NO2)CN1C(=O)c1cc([N+](=O)[O-])cc([N+](=O)[O-])c1 (stereo partly specified)	1	-6	-3	14	-4	4	-5
Cc1ccccc1C(=O)Nc1ccnn1C1CCN(Cc2cnn(C(C)C)c2)CC1	4	0	-4	-11	-5	7	-4
COc1ccc(-n2nnnc2SCC(=O)Nc2ccc3c(c2)OCCO3)cc1OC	-1	3	2	6	-1	1	-5
CCOC(=O)c1ccc(CNC(=O)c2cc(COc3ccccc3SC)on2)o1	-1	5	0	15	-2	4	54*
CCOc1ccc(C(=O)Nc2ncn[nH]2)cc1	-1	-1	0	20	0	0	3
O=C(CNC1CCCCC1)Nc1cccc(C(F)(F)F)c1	7	7	4	3	0	3	0
COC(=O)C[C@H]1C[C@@H]2c3cc(NS(=O)(=O)c4ccccc4)ccc3O[C@@H]2[C@@H](CO)O1	·	-10	-25	-2	18[16.7 µM]	·	-6
CC(=O)Nc1ccccc1-c1nc2ccccc2nc1OCC(=O)c1ccc2ccccc2c1	·	-2	3	13	-3	·	7
CCOc1cccc(C(=O)Nc2ccc3oc(-c4cccnc4)nc3c2)c1	-1	-5	·	·	·	-2	·
COc1ccc(S(=O)(=O)N2CCOCC2)cc1C(=O)NC1CCCCCC1	-1	·	4	0	·	-2	6
CNC(=O)C[C@@H]1CC[C@@H]2[C@H](COc3ccc(NC(=O)c4cccc(OC)c4)cc3C(=O)N2C)O1	2	-39	1	-8	-8[16.7 µM]	-3	-6
CCCCC1=CC2=CC(=O)C(C)(OC(=O)CC)C(=O)C2=CN1Cc1ccc(OC)cc1 (stereo unspecified)	-3	0	-1	-9	-3	2	-5
COc1ccc(CN2C(=O)c3ccccc3C2C(=O)NC2CCCC(C)C2C)c(OC)c1 (stereo unspecified)	-3	7	7	-10	20	2	-5
COC(=O)c1cc2nc(-c3ccccc3)cc(C(F)(F)F)n2n1	·	-1	0	1	-4	·	2
O=C(CN1C(=O)/C(=C/c2cccc(Br)c2)SC1=S)NCCCN1CCOCC1	1	8	6	-13	13	-15	0
CC(C)OCCCNC(=O)CCCC(=O)Nc1ccc(OCCc2ccccc2)cc1	·	0	-1	-9	0	1	-1
O=C(c1ccccc1)c1nnc(-c2ccccc2F)o1	·	-1	-13	-2	1	·	30
Cc1noc(C)c1NC(=O)NCC[C@@H]1CC[C@@H](NC(=O)c2ccncc2)[C@H](CO)O1	0	-11	45	6	·	0	2
C[C@@H]1CN([C@@H](C)CO)C(=O)c2cc(N(C)C)ccc2O[C@H]1CN(C)C	1	-5	-5	24	5[16.7 µM]	-4	5
CCOc1ccc(C(=O)N2CCCC2)cc1	·	0	1	1	-6	·	-6
O=C(Nc1ccc(F)cc1)C1C2CCC3C(CCC21)C3(Cl)Cl (stereo unspecified)	-1	2	0	·	2	4	·
O=C(O)c1cnn2c(C(F)F)cc(C3CC3)nc12	·	-10	0	-2	0	·	1
COc1cc(CN2CCC(N3CCC(C(=O)N4CCCC4)CC3)CC2)cc2c1OCO2	-2	-16	4	-3	2	4	4
Cc1nn(Cc2ccc(F)cc2)c(C)c1NC(=O)c1noc2c1CCCCC2	·	-5	-1	·	0	·	-2
O=C(COC(=O)c1cc(Cl)nc(Cl)c1)NC1CCCCCC1	-3	·	-1	3	·	-3	-6
O=C1c2ccccc2C(=O)N1CCCc1nc2ccccc2c(=O)n1CCCn1ccnc1	·	18	0	-1	12	·	4
C[C@@H]1C(=O)O[C@H]2C[C@@]34[C@H]5C[C@@H](C(C)(C)C)[C@]36[C@@H](OC(=O)[C@@H]6O)O[C@@]4(C(=O)O5)[C@]21O	-18	7	0	2	-1	2	3
CN1CCN(C(=O)C[C@H]2C=C[C@H](NC(=O)Cc3ccccn3)[C@@H](CO)O2)CC1	-3	-2	-1	-7	0[16.7 µM]	-3	-4
NC(=O)C1CCN(C(=O)c2cnn(-c3ccccc3)c2NC(=O)c2cccc(F)c2)CC1	7	-3	-1	-4	-8	3	-15
COc1ccc(N2C(=O)CC(Sc3nc4c(cc3C#N)CCC4)C2=O)cc1 (stereo unspecified)	-5	·	-1	-8	1	2	-2
COCCCNC(=O)CC(NS(=O)(=O)c1ccc(Cl)cc1)c1ccco1 (stereo unspecified)	·	-1	1	·	3	·	6
CCOC(=O)c1cccc(-c2c(-c3ccccc3)ncc3cc(OC)c(OC)cc23)c1	5	-1	-5	16	-9	10	67*
O=C(CN1C(=O)COc2ccc(Cl)cc21)N1CCOCC1	-1	-5	-2	·	-5	2	·
N#Cc1ccc(-c2nc3ccc(Br)cc3c(=O)n2O)cc1	4	1	-1	-10	1	0	-12
C[C@@H]1CN([C@@H](C)CO)C(=O)c2cc(NC(=O)Nc3ccc4c(c3)OCO4)ccc2O[C@@H]1CN(C)Cc1ccc(C(=O)O)cc1	3	2	-10	4	7[16.7 µM]	39*	4
Cc1ccccc1-n1nc2c(c1NC(=O)c1ccc(S(=O)(=O)N(C)C)cc1)CSC2	0	-2	3	3	0	0	3
CCOc1ccc(C(C)C)cc1S(=O)(=O)N1CCN(C(=O)c2ccco2)CC1	-4	1	-3	41	27	0	7
O=C(CCNS(=O)(=O)c1cccc2nsnc12)NCCC1=CCCCC1	·	1	-1	7	·	·	1
CCCn1c(O)c(N=NC(=O)c2cccnc2)c2cc(Br)ccc21	6	-1	2	3	13	1	-2
CC(C)(C)OC(=O)NCCCCCNC(=O)c1nc[nH]c1C(=O)NCCCCCNC(=O)OC(C)(C)C	·	7	4	9	-3	3	24
CCCNC(=O)N[C@@H]1CC[C@@H](CC(=O)N2CCN(C)CC2)O[C@@H]1CO	-5	-1	-2	-7	·	-3	-3
COc1ccc(OC)c(-c2csc(NC(=O)C3=NNC(=O)CC3)n2)c1	0	8	-2	-7	1	-3	6
C[C@H](CO)N1C[C@H](C)[C@H](CN(C)S(=O)(=O)c2ccc(F)cc2)OCCCC[C@H](C)Oc2ccc(NC(=O)Cc3ccccc3)cc2C1=O	·	-8	1	42	1[16.7 µM]	·	10

Single entries from above:
Statin myotox sup with `COc1ccc(OC)c(-c2csc(NC(=O)C3=NNC(=O)CC3)n2)c1` = -7
Statin myotox sup with `N#Cc1ccc(-c2nc3ccc(Br)cc3c(=O)n2O)cc1` = -10
Statin myotox sup with `C[C@@H]1CN([C@@H](C)CO)C(=O)c2cc(NC(=O)Nc3ccc4c(c3)OCO4)ccc2O[C@@H]1CN(C)Cc1ccc(C(=O)O)cc1` = 4
Statin myotox sup with `CCCn1c(O)c(N=NC(=O)c2cccnc2)c2cc(Br)ccc21` = 3

Further compounds.
SMILES	SIRT5 inh	ARNT TACC3 PPI	Cneo AK release	Statin myotox sup	miR122 inh	ERp5 inh	esBAF inh
CC(C)NC(=O)Nc1ccc2c(c1)C(=O)N(C)[C@@H]1CC[C@@H](CC(=O)Nc3ccccc3)O[C@H]1CO2	3	-8	-1	14	0[16.7 µM]	-2	-1
CC(NC(=O)c1ccco1)c1nc(-c2ccc(C(C)(C)C)cc2)no1 (stereo unspecified)	-3	-7	-3	-38	·	-3	-7
CCOC1=C2CN(S(=O)(=O)c3ccc(C)cc3)[C@@H](c3ccc(CC)cc3)C[C@H]2[C@H]2C(=O)N(c3ccccc3)C(=O)[C@H]2C1	2	·	0	-9	-2	0	-4
COc1ccccc1CC(=O)Nc1cc(OC)c(NC(=O)c2ccccc2)cc1OC	·	-1	-1	-42	0	1	-3
COc1ccc(-c2ccc3c(c2)[C@@H]2[C@@H](CCN2C(=O)c2ccc4c(c2)OCO4)[C@H](CO)N3)cc1	·	2	-4	38	-6[16.7 µM]	·	-5
O=C(Nc1ccc(F)cc1F)c1ccc(-n2cncn2)nc1	·	1	-1	1	5	·	-2
CCOc1ccc2nc(SCC(=O)N(CC(C)C)c3c(N)n(Cc4ccccc4)c(=O)[nH]c3=O)[nH]c2c1	7	-32	0	8	-3	2	13
COc1cc(/C=C/C(=O)OCC(=O)NCc2ccco2)ccc1O	-2	-6	-1	-2	-17	3	5
NC(=O)CSc1nnc(NC(=O)c2cccc(S(=O)(=O)N3CCCCC3)c2)s1	3	-2	-1	3	1	0	-8
N#Cc1ccccc1NC(=O)COc1ccc2c(c1)OCO2	0	-4	-2	4	0	-1	67*
CCCOc1c(OC)cccc1C1CC(=O)Nc2cc(OC)c(OC)c(OC)c21 (stereo unspecified)	·	-6	-2	5	13	·	-3
COCCOC(=O)C1=C(C)NC2=C(C(=O)CCC2)C1c1cc2c(cc1Br)OCO2 (stereo unspecified)	·	17	-1	-7	3	·	1
C[C@@H]1CN([C@H](C)CO)C(=O)Cc2cc(NC(=O)Nc3cccc4ccccc34)ccc2O[C@H]1CN(C)Cc1ccc(Cl)c(Cl)c1	1	9	-3	?	-2[16.7 µM]	-6	2
CC(=O)c1cccc(NC(=O)CSc2nnc(C(C)N(C)C)n2-c2ccc(F)cc2)c1 (stereo unspecified)	-2	1	6	2	1	-3	-9
CCOC(=O)c1ccccc1NC(=O)Cc1c(C(=O)O)n(C)c2ccccc12	0	1	-3	3	1	3	1
c1ccc2sc(NCC3CCCO3)nc2c1 (stereo unspecified)	2	-4	·	·	·	-5	·
CCOc1ccc(S(=O)(=O)N2CCC(C(=O)N3CCCC3)CC2)cc1C	-1	29	-5	-1	-6	-1	-7
COCCSc1nnc(NC(=O)C2CC(=O)N(c3ccccc3)C2)s1 (stereo unspecified)	1	8	·	·	·	-3	·
CN(CC(=O)Nc1ccccc1Cl)C(=O)COC(=O)c1cnccn1	4	-3	-1	-2	-3	2	1
COc1cccc(N2CCN(CC(=O)NC(=O)NC3CCCCC3)CC2)c1	1	1	3	-3	·	4	·
CC(=O)c1cccc(-c2ccnc3c2CC(C(=O)NCCc2ccccc2)O3)c1 (stereo unspecified)	-1	·	0	-44	8	4	-3
CN(C)/C=C(\C#N)S(=O)(=O)c1ccccc1	-3	-1	0	11	-4	9	-1
Cc1cc(OCC[N+]2(C)CCCCC2)nc2ccccc12	·	-8	2	·	-2	·	2
COc1ccc(-c2nc3n(c2C)Cc2ccccc2-3)cc1	-17	-7	·	·	·	0	·
CCOC(=O)CC1C(=O)NCCN1C(=O)NC1CCCCC1 (stereo unspecified)	·	-1	-2	3	-9	·	-5
CCC(=O)c1ccc(OCC(=O)N2CCN(C(=O)c3ccccc3)CC2)cc1	-2	·	0	4	-5	2	1
CCc1ccc(NC(=O)/C(C#N)=C\c2ccc(OC)c(C(=O)O)c2)cc1	3	1	·	·	·	3	·
CSc1ccccc1NC(=O)CNCCCN1CCOCC1	-1	2	3	-4	2	?	-6
COC(=O)c1c(-c2c(Cl)cccc2Cl)noc1NC(=O)N(C)C	-3	-5	·	·	·	1	·
Cc1nc(CSc2ccc(Br)cc2)cs1	1	-13	0	-17	4	2	28

As a working copy, part of the list above.
SMILES	SIRT5 inh	ARNT TACC3 PPI	Cneo AK release	Statin myotox sup	miR122 inh	ERp5 inh	esBAF inh
CC(C)n1cnc2c(Nc3cccc(Cl)c3)nc(NCCCO)nc21	0	·	1	-32	0	-3	27
O=C(Nc1ccc(Cl)c(Cl)c1)Nc1ccccc1NS(=O)(=O)c1cccs1	-2	-18	·	-15	5	3	-4

Screening data as filed in PubChem BioAssay.

This is a random part of the collection; any-hit rate near 4%.
